# RmlC RmlD mix: RmlC and RmlD coupled enzyme inhibitors, primary screen, biochemical, 384-well, compound mixtures, retest | inhibition, % at 5.5 µM | actives 0.39% (n = 110,000) | RmlC/RmlD coupled enzyme inhibition, 384-well mixture HTS | AID 1532, 2009; in the data active = inhibition above about 30%, passing the limit was not always enough; inconclusive = no clear call, values can overlap the other calls; also: strong numbers were not always called active
# HIV RNase H inh: HIV-1 RT RNase H inhibitors, primary screen, biochemical, fluorescence; Gag-Pol polyprotein (Human immunodeficiency virus type 1 group M subtype B (isolate …; RT-RNase H RNA/DNA duplex cleavage; inhibition, % at 10 µM; actives 1.9% (n = 65,000); AID 565, 2006; in the data active = inhibition above about 50%
# Starred values were filed as active, the others as inactive; u = inconclusive; x = no result given. Some of the compounds tested; rates above refer to the full screens.
# Results follow in this order: RmlC RmlD mix	HIV RNase H inh
C=CCNc1nc2c3ccccc3n(C(C)=O)c2s1
    -28	13
Cc1ccccc1NC(=O)c1sc(Cl)nc1-c1ccccc1
    -2	x
O=C1N(c2ccccc2)C2CS(=O)(=O)CC2N1c1ccc(Br)cc1 (centres undefined)
    -2	-3
C=CCN1C(=O)C(O)(CC(=O)c2ccc(OC)cc2OC)c2cc(Br)ccc21 (centres undefined)
    -12	5
Cn1c(NC(=O)COc2ccccc2)cc(=O)n(C)c1=O
    17	x
CC(=O)c1cc2c(cc1NC(=O)CSc1nc3ccccc3o1)OCO2
    7	-8
Cc1onc(-c2c(F)cccc2Cl)c1C(=O)OCC(=O)NC(c1ccccc1)c1ccccc1
    -11	x
Cc1ccc(S(=O)(=O)n2c(=O)oc3ccccc32)cc1
    -5	x
CC(=O)OCC(=O)[C@@]1(O)[C@H](C)C[C@H]2[C@@H]3CCC4=CC(=O)C=C[C@]4(C)[C@@]3(F)[C@@H](O)C[C@@]21C
    5	-7
CCCNC(=O)Cn1c(=O)oc2ccccc21
    9	x
COC(=O)[C@H](Cc1ccccc1)NC(=O)NCCc1ccc(S(N)(=O)=O)cc1
    -14	5
O=C(CCN1CCc2ccccc2C1)c1ccc2c(c1)OCCO2
    4	12
Cc1noc(C)c1S(=O)(=O)N1CCC(C(=O)N2CCN(Cc3ccc4c(c3)OCO4)CC2)CC1
    x	0
O=C1CCCC2=C1C(Cc1ccccc1)C1=C(CCCC1=O)O2
    3	-4
Cc1cc(C)cc(NS(=O)(=O)c2ccc(Oc3ncc(C(F)(F)F)cc3Cl)cc2)c1
    6	x
C#Cc1ccc([C@@H]2C=C(C(=O)N3CCN(Cc4ccc5c(c4)OCO5)CC3)O[C@H](OCC)[C@H]2CCCO)cc1
    7	x
O=S(=O)(c1cccc2nsnc12)N1CCc2ccccc2C1
    6	-75
CC(Sc1nnc(-c2cccs2)n1Cc1ccccc1)C(=O)NCc1ccc2c(c1)OCO2 (centres undefined)
    8	x
CCCNC(=O)Nc1ccc2c(c1)N(C)C(=O)c1ccccc1S2
    -10	x
O=C(O)CCCc1ccccc1
    x	-3
O=C1CCCN1c1ccc(S(=O)(=O)NCCc2ccc(Cl)cc2)cc1
    13	x
CCN1CCN(Cc2coc3ccc(C)cc3c2=O)CC1
    5	2
CC(Oc1ccccc1)c1ccnn1S(C)(=O)=O (centres undefined)
    3	x
O=C1CN(c2ccccc2F)C(=O)CN1c1ccccc1F
    -11	-1
O=C(NCc1cn2ccccc2n1)c1ccc(Br)o1
    9	-13
CC(C)(C)c1nc2c(s1)CCc1onc(-c3ccc(Br)cc3)c1-2
    3	x
COc1ccc(COc2cc(-c3cccc(OC)c3)nc3ccc(N)cc23)cc1
    -71	x
COCCCNC(=O)CCCC(=O)NCCCOC
    -9	-12
O=C(O)C1C2C=CC(C2)C1C(=O)NCCCN1CCOCC1 (centres undefined)
    17	-5
O=C(O)C(Cc1ccccc1)N1C(=O)c2ccccc2C1=O (centres undefined)
    -10	x

# Part of the list above, with each value named.
Cc1onc(-c2c(F)cccc2Cl)c1C(=O)OCC(=O)NC(c1ccccc1)c1ccccc1
- RmlC RmlD mix: -11
- HIV RNase H inh: x
CCCNC(=O)Nc1ccc2c(c1)N(C)C(=O)c1ccccc1S2
- RmlC RmlD mix: -10
- HIV RNase H inh: x
CC(Oc1ccccc1)c1ccnn1S(C)(=O)=O (centres undefined)
- RmlC RmlD mix: 3
- HIV RNase H inh: x

# The listing continues.
# Results follow in this order: RmlC RmlD mix	HIV RNase H inh
CCC(=O)Nc1ccc2c(c1)OCCO2
    -5	x
Cc1cc2cc(CN(Cc3nnnn3C3CCCCC3)CC3CCCO3)c(=O)[nH]c2cc1C (centres undefined)
    4	4
CCOc1ccc(CCN2C(=O)C(=O)N([C@H](CCCN(C)Cc3ccccc3)CNCc3ccccc3)C[C@@H]2C(C)C)cc1
    -22	x
CCN(CC)P(=O)(/C(Cl)=C\Nc1c(C)n(C)n(-c2ccccc2)c1=O)N(CC)CC
    -8	-5
CC(C)=CCC/C(C)=C/CC(C)(C)CNCCN1CCNCC1
    -1	x
c1ccc(-c2oc3ncnc(NCCCn4ccnc4)c3c2-c2ccccc2)cc1
    -75	-41
Cc1nn(-c2ccccc2)c(Cl)c1C(=O)OC(C)C(=O)NC(=O)NC1CCCCC1 (centres undefined)
    3	x
COC(Cc1n[nH]c(=S)n1-c1ccccc1)OC
    -6	x
CCn1c(SCC(=O)c2ccc3c(c2)OCCO3)nnc1-c1ccco1
    1	12
CCCCCn1c(=O)c(C(=O)NCc2ccncc2)c(O)c2ccccc21
    4	83*
CC(NC(=O)CSc1nnc(-c2cc3cc(Cl)ccc3o2)n1C)c1ccccc1 (centres undefined)
    3	x
O=C(Cn1c(=O)n(-c2ccc(F)cc2)c(=O)c2sccc21)N1CCCC1
    -2	-28
CCn1c(-c2ccccc2Cl)nn(CC(=O)Nc2ccc(OC)cc2)c1=S
    -16	x
CC1=CC(C)(C)N(C(=O)CSc2nccn2C)c2cc(C)ccc21
    3	-20
Cc1ccc(-c2c3c([nH]c(=S)c2C#N)CCCC3)o1
    -2	87*

# One compound at a time (already shown).
# CC1=CC(C)(C)N(C(=O)CSc2nccn2C)c2cc(C)ccc21 reads RmlC RmlD mix: 3; HIV RNase H inh: -20
# Cc1ccc(-c2c3c([nH]c(=S)c2C#N)CCCC3)o1 reads RmlC RmlD mix: -2; HIV RNase H inh: 87*
# Cc1cc2cc(CN(Cc3nnnn3C3CCCCC3)CC3CCCO3)c(=O)[nH]c2cc1C (centres undefined) reads RmlC RmlD mix: 4; HIV RNase H inh: 4

# New compounds follow
# Results follow in this order: RmlC RmlD mix	HIV RNase H inh
O=C(Nc1ccccc1NC(=O)NC1CCCCC1)NC1CCCCC1
    11	69*
CCOC(=O)c1c(CN2CCCCC2)n(C)c2cc(Br)c(O)c(CN(C)C)c12
    u	-10
COc1ccc(C(C)(C)C)cc1NC(=O)Nc1ccc2c(c1)OCO2
    x	17
COc1ccc(S(=O)(=O)N2CCCC(C(=O)NC3CCCCC3)C2)cc1 (centres undefined)
    65	-8
O=C(CN(Cc1ccc(F)cc1)C(=O)Cn1nnc2ccccc21)NCC1CCCO1 (centres undefined)
    11	2
CC(=O)c1cccc(NS(=O)(=O)c2cc(OCC(N)=O)c(C)cc2Cl)c1
    -8	x
CC1(C)[C@@H](O)CC[C@]2(C)C3C(O)C=C4[C@H]5C[C@@](C)(C(=O)O)CC[C@]5(C)CC[C@]4(C)[C@]3(C)CC[C@@H]12 (some centres undefined)
    5	x
COc1ccc(N2CCN(C(CNC(=O)Oc3ccccc3)c3cccnc3)CC2)cc1 (centres undefined)
    5	-9
CCc1ccccc1S(=O)(=O)Cc1ccc(C(=O)NCc2ccc3c(c2)OCO3)o1
    -13	3
COc1ccc(CCNC(=O)C2CC(c3ccccc3[N+](=O)[O-])=NO2)cc1 (centres undefined)
    -33	x
Cc1ccc(S(=O)(=O)/N=C2\C(=O)c3ccccc3C([O-])=C2n2cc[n+](CCC(C)C)c2)cc1
    7	x
COC(C[C@@H]1O[C@@H]1C(=O)[C@H](C)OCc1ccccc1)OC
    -12	x
CN1CCN(/C=N/c2c(C#N)cnn2C)CC1
    -10	-10
CCCCCCN=C(CC)c1c(O)n(CCCC)c(=O)[nH]c1=O
    -7	-10
CCOC(=O)N1CCN(C(=O)c2cc3c(=O)[nH]c4ccccc4c3s2)CC1
    x	9
COc1ccccc1-c1cn(S(=O)(=O)c2ccc(C)cc2)nc1N
    -11	-11
CCC(=O)Nc1nonc1-c1nc2ccccc2n1Cc1ccccc1
    -19	-5
CCOC(=O)N1CCC(N2C(=O)c3ccccc3C2Nc2ccccc2)CC1 (centres undefined)
    14	x
O=C(CCC1N=C2c3ccccc3N=C(SCc3ccccc3Cl)N2C1=O)NCc1ccco1 (centres undefined)
    u	5
Fc1ccccc1OCCSc1nnnn1-c1ccccc1
    8	-79
Cc1ccc(C2=N/C(=C\N(C)C)C(=O)O2)cc1
    7	x
Cc1ccc(S(=O)(=O)N2CCOC2CNC(=O)C(=O)NCc2ccco2)cc1 (centres undefined)
    6	x
O=C(c1cccs1)N1CCN(C/C=C/c2ccccc2)CC1
    5	-2
Cc1cc(C(=O)N2CCCCCC2)cs1
    -5	-10
O=C(CC1Oc2ccccc2NC1=O)NCCc1ccccc1 (centres undefined)
    4	-4
Cn1cccc1C(=O)OCC(=O)c1cc2ccccc2o1
    -9	-70
Cn1c(=O)c2c3c(sc2n2c(SCC(=O)c4ccc(Cl)cc4)nnc12)COC(C)(C)C3
    x	-5
CCCCNC(=O)N1CCOCCOCCN(C(=O)NCCCC)CCOCC1
    -16	2
COc1cc(C2C(C#N)=C(N)Oc3cc(C)n(CC4CCCO4)c(=O)c32)cc2c1OCO2 (centres undefined)
    2	5
COc1ccc(-c2nnc(SCC(=O)Nc3sc4c(c3C#N)CCC4)n2CC2CCCO2)cc1 (centres undefined)
    -9	6

# Fetched by structure from the list above (3):
# Results follow in this order: RmlC RmlD mix	HIV RNase H inh
Fc1ccccc1OCCSc1nnnn1-c1ccccc1
    8	-79
CCCCNC(=O)N1CCOCCOCCN(C(=O)NCCCC)CCOCC1
    -16	2
O=C(CC1Oc2ccccc2NC1=O)NCCc1ccccc1 (centres undefined)
    4	-4

# Going on with the list.
Structure,RmlC RmlD mix,HIV RNase H inh
O=c1/c(=C\c2ccc3c(c2)OCO3)sc2n1CCCN=2,2,-20
CC(=O)Nc1cccc(NC(=O)CSc2ncc(-c3ccc(Cl)cc3)n2Cc2ccco2)c1,2,-5
Nc1nnc(-c2ccccc2Cl)s1,4,-12
COc1ccc(OCCC(=O)OCC(=O)NC(=O)NC(C)(C)C)cc1,8,x
O=C(CSc1ncnc2scc(-c3ccc(Cl)cc3)c12)NCc1ccc2c(c1)OCO2,-11,x
O=C(O)[C@@H](c1ccccc1)N1Cc2ccccc2C1=O,9,-14
Cc1ccc(OC(C)C(=O)N2CCc3ccccc32)cc1 (centres undefined),-12,-12
COc1ccc(N(C(=O)c2cccc([N+](=O)[O-])c2)S(=O)(=O)c2ccc3c(c2)n(C)c(=O)n3C)cc1,u,x
COc1ccc(Nc2nc(C)c3ccccc3n2)cc1,9,-1
O=C(O/N=C\c1ccc(N2CCCCC2)c([N+](=O)[O-])c1)c1cccc(C(F)(F)F)c1,10,x
Cn1c(=O)n(CC(N)=O)c2ccccc21,2,0
Cn1cccc1Cc1nnc(SCC(=O)Nc2ccc(F)cc2)n1-c1ccc(F)cc1,10,-10
COc1ccc(NC(=O)c2cccnc2Nc2ccc(OC)cc2)cc1,-5,x
CCOC(=O)C1CCCN(C(=O)c2cn(CC)c3ccc(S(=O)(=O)N4CCCC4)cc3c2=O)C1 (centres undefined),-9,4
COCCCNC(=O)CS(=O)(=O)Cc1nc(-c2ccccc2C)oc1C,3,-15
COc1ccc(N(C2CSC2)S(=O)(=O)c2ccccc2)cc1,-13,-32
CC(=O)c1cc(-c2nc3ccccc3n2C)n(C)c1,-12,-13
Cc1noc(C)c1CSc1ccccc1C(=O)N1CCN(c2ccccc2)CC1,7,-1
COC(=O)C1=C(C)N(Cc2cccnc2)C(=O)C1,-14,-2
CN1CCN(C(=O)c2ccc3c(c2)OCCO3)CC1,-13,x
CN(C)S(=O)(=O)c1cccc(C(=O)N2CCc3ccccc32)c1,-5,-37
Cc1cc(NC(=O)COC(=O)[C@H](Cc2c[nH]c3ccccc23)NC(=O)c2ccc(F)cc2)no1,-2,x
Cc1ccccc1NC(=O)Cc1nnc(SCc2ccc(Cl)c(Cl)c2)n1C,5,x
CC(=O)c1cccc(NC(=O)C2CCCC2)c1,-10,4
COc1ccc(C2=NOC(C(=O)N3CCCCCC3)C2)cc1OC (centres undefined),14,-6
CN(CCCNC(=O)c1cn(C)c2ccc(S(=O)(=O)N(C)C)cc2c1=O)c1ccccc1,-10,-9
COC(=O)c1ccc(CSc2nc(C(F)(F)F)c3c(c2C#N)CCC3)o1,x,-8
Brc1ccccc1-n1nnc(-c2cnc3ccccc3c2)n1,-7,x
CCCCOC(=O)C1=C(C)Nc2ncnn2C1c1cc(OC)ccc1OC (centres undefined),8,0
CN=c1scc(C)n1/N=C/c1ccc(O)cc1O,3,-43
CN(C)CCNC(=O)C12CC3(C)CC(C)(CC(C)(C3)C1)C2,-4,2
O=C(Nc1ccc2c(c1)OCO2)C1CCN(S(=O)(=O)c2ccc3c(c2)OCCO3)CC1,-12,-6
CCN1CCCC1CNC(=O)C1CCN(Cc2nc(-c3cccc(Br)c3)oc2C)CC1 (centres undefined),x,-5
C=CCOC(=O)C1=C(C)NC(=O)NC1c1cn(-c2ccccc2)nc1-c1cccs1 (centres undefined),2,1
COC(=O)C(NC(=O)C(CC(C)C)NC(=O)C1CCC(C)CC1)C(C)C (centres undefined),-10,x
O=C(NCc1ccccc1)c1ccco1,9,x
COC(=O)Cn1c2ccc(OC)cc2c2nc3ccccc3nc21,9,-10
O=C(O)c1ccc(C2CCCCC2)cn1,-9,0
Cc1cccc(OC(=O)c2cn(C)nc2C(F)(F)F)c1C,-20,x
S=c1sc2c(N3CCOCC3)ncnc2n1-c1ccccc1,-12,-2
O=C(COC(=O)C12CC3CC(CC(C3)C1)C2)Nc1ncc(Cl)cc1Cl,-1,x
CCN(/N=C/c1cccs1)c1cc(=O)n(C)c(=O)[nH]1,27,x
COc1cccc(N(CC(=O)Nc2ccc3c(c2)OCO3)S(=O)(=O)c2ccccc2)c1,0,x
COc1ccc(CC(=O)Nc2nnc(C)s2)cc1,2,x
O=C(CSc1nccn1-c1ccccc1)NCc1ccc2c(c1)OCO2,0,-39
Cc1ccc(S(=O)(=O)NCCC(=O)N2CCCCC2)cc1,x,-23
